# DNMT1 inh: human DNMT1 methyltransferase inhibitors, primary screen, biochemical, molecular beacon, fluorescence, HinP1I cleavage, uHTS; DNA (cytosine-5)-methyltransferase 1 (Homo sapiens), P26358; inhibition (reported as % activation of signal), % at 10 µM; actives 0.83% (n = 360,000); AID 588458, 2011; in the data active means inhibition above about 50%
# STEP inh: STEP phosphatase inhibitors, primary screen, biochemical, fluorescence intensity, uHTS | Tyrosine-protein phosphatase non-receptor type 5 (Homo sapiens), P54829 | recombinant STEP, OMFP fluorogenic substrate | inhibition, % at 20 µM | actives 0.25% (n = 360,000) | AID 588621, 2011;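 active means inhibition at 20 µM, scaled per plate between control wells, above about 37%, limit read from the data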;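 further: 0% = DMSO with enzyme and substrate and 100% = substrate only without enzyme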
# Target sequence (P54829 whole entry, looked up): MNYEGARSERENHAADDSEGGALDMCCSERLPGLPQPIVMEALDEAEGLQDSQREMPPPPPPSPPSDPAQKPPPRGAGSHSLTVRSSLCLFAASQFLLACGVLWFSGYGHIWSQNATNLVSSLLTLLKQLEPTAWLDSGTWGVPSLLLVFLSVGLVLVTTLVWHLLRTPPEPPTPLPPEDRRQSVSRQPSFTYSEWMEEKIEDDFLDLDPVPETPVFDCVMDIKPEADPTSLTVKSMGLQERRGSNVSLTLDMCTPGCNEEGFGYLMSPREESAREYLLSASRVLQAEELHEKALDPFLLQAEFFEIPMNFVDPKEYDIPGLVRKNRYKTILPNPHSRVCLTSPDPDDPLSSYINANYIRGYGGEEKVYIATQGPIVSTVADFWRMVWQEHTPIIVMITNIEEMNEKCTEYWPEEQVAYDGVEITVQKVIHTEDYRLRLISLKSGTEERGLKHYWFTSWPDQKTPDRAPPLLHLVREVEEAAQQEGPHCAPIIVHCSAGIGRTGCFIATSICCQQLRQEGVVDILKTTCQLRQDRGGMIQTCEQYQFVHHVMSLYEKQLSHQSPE
#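 Assay system: isolated STEP enzyme / Timing: 20 min at room temperature, dark / Doses: 20 µM, 1% DMSO / Technique: fluorescence intensity, excitation 480 nm, emission 540 nm / Reagent: fluorogenic phosphatase substrate OMFP at 25 µM final / Measure: percent inhibition scaled to no-enzyme and uninhibited-enzyme controls, plate-pattern corrected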
# SKN-1 inh: suppressors of acrylamide-induced Pgst-4::GFP reporter in worms, primary screen, SKN-1 inhibitor project, whole organism, uHTS, GFP/RFP fluorescence ratio, strain VP596 | C. elegans VP596 Pgst-4::GFP/RFP ratio, 24 h | inhibition, % at 21.8 µM | actives 0.49% (n = 360,000) | AID 624304, 2012;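 active means interference check ratio from 0.5 to 1.5 plus GFP to RFP signal ratio inhibition reaching or exceeding a fixed threshold, cut at about 30% in these data, passing the limit was not always enough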; further: some compounds called inactive have numbers as strong as hits
# MT1-MMP act inh: blockers of MT1-MMP proenzyme processing, primary screen, HT1080 RFP-PRO-GFP cells, GFP/RFP fluorescence. GFP/RFP ratio change, % at 20 µM. Matrix metalloproteinase-14 (Homo sapiens), P50281. actives 0.061% (n = 360,000). GFP/RFP ratio fluorescence, overnight; percent of plate control window, DMSO zero;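 active means GFP/RFP ratio change of at least 30% with cell ATP level not reduced by more than half and red fluorescence within 50% of control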; further: strong numbers were not always called active
#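 Read-out: GFP/RFP fluorescence ratio; Test system: RFP-PRO-GFP reporter HT1080 cells; Compound dosing: single-point 20 µM compound, 1% DMSO; Times: overnight compound exposure at 37 °C.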
# NadD block: inhibitors of S. aureus NadD, primary screen, biochemical, colorimetric, uHTS; Nicotinate-nucleotide adenylyltransferase NadD (Staphylococcus aureus N315); purified NadD enzyme, colorimetric absorbance read-out; inhibition, % at 20 µM; actives 0.78% (n = 360,000); in the data active means inhibition above about 26%; further: some compounds past the cut are filed as inactive
# Scp-1 inhibitor: Scp-1 phosphatase inhibitors, primary screen, biochemical, colorimetric, uHTS; AID 493091, 2011; inhibition, % at 20 µM; Recombinant Scp1, phosphopeptide, malachite green phosphate absorbance; Carboxy-terminal domain RNA polymerase II polypeptide A small phosphatase 1 (Homo …; actives 0.88% (n = 340,000);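 active means inhibition above about 50% at 20 µM, limit read from the data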;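 further: plate controls were DMSO wells with enzyme for no effect and wells lacking enzyme for full effect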
#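 Times: enzyme reaction 45 min at room temperature, colour 5 min, stabilisation 30 min. Material: SCP-1 catalytic fragment, aa 76-261. Medium: Acidic Tris acetate buffer with magnesium and detergent. Signal: colorimetric free-phosphate detection, absorbance 630 nm. Read-out basis: % inhibition of SCP-1 phosphate liberation. Reagent: Phosphorylated 17-residue peptide substrate.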
# CendR NRP1 mod: modulators of CendR peptide binding to NRP-1, primary screen, biochemical, fluorescence polarization, uHTS | actives 0.85% (n = 360,000) | FAM-RPARPAR peptide binding to NRP-1 | AID 602438, 2012 | inhibition, % at 25 µM;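 active means inhibition or corrected inhibition above about 18%, plus a signal ratio from 0.5 to 1.5, limit read from the data, passing the limit was not always enough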; further: strong numbers were not always called active
# Rpn11 block: Rpn11 (PSMD14) deubiquitinase inhibitors, primary screen, biochemical, fluorescence polarization, uHTS | 26S proteasome non-ATPase regulatory subunit 14 (Homo sapiens), O00487 | human 26S proteasome, Ub4-pepOG fluorescence polarization; 20S core pre-blocked with epoxomicin | calls only at 20 µM | actives 0.59% (n = 360,000) | AID 588493, 2011;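 active means inhibition at 20 µM, scaled to each plate's controls, above about 33%, limit read from the data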
# Target sequence (O00487 whole entry, looked up): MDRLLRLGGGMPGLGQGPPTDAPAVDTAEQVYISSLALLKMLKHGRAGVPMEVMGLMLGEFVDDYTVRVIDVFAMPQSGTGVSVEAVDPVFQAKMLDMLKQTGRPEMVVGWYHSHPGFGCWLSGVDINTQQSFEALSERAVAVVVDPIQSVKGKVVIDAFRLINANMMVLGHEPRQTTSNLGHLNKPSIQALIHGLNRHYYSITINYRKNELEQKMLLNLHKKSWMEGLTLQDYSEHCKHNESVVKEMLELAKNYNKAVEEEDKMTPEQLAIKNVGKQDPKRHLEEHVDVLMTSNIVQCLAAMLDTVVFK
# LMPTP block: LMPTP phosphatase inhibitors, primary screen, biochemical, fluorescence intensity, uHTS; recombinant LMPTP-A, OMFP fluorogenic substrate; inhibition, % at 20 µM; actives 0.22% (n = 360,000);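 active means compounds that cut the enzyme signal by at least half of the control window in the single-dose screen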;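 further: plate controls were DMSO wells with enzyme plus substrate for no effect and substrate without enzyme for full effect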
#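 Assay system: LMPTP-A phosphatase enzyme | Input: 0.625 nM enzyme | Also added: Fluorogenic phosphatase substrate OMFP at 400 µM final | Compound dosing: One test concentration per compound, 20 µM, with 3% DMSO overall | Schedule: 50 min enzyme reaction at room temperature, protected from light | Signal: Fluorescence intensity | Benchmarks: no-enzyme and uninhibited controls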
# SUMO1-SIM PPI: modulators of SUMO1 protein-protein interactions, primary screen, biochemical, uHTS | Small ubiquitin-related modifier 1 (Homo sapiens), P63165 | SUMO1 binding to a labelled peptide, TR-FRET, 1 h | inhibition, % at 20 µM | actives 0.33% (n = 360,000) | AID 602429, 2012; in the data active means inhibition above about 37%
# Target sequence (P63165 whole entry, looked up): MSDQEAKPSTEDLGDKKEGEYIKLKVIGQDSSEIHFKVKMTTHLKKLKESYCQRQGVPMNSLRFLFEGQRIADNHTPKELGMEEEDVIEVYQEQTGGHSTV
# Numbers without * were called inactive; i = inactive; nt = not tested or not shown.
SMILES,DNMT1 inh,STEP inh,SKN-1 inh,MT1-MMP act inh,NadD block,Scp-1 inhibitor,CendR NRP1 mod,Rpn11 block,LMPTP block,SUMO1-SIM PPI
O=C(NC1CCCc2ccccc21)c1ccccc1Br (configuration not stated),-3.2,-2.4,-0.5,-1.3,2.7,-6.6,-12.7,i,-0.2,5.5
CCOc1ccc(NC(=O)C(C)Sc2nccn2C)cc1 (configuration not stated),1.9,0.2,10.2,-4.0,0.8,-20.0,2.4,i,-1.0,-0.3
O=C(/C=C/c1ccccc1)N1CCC(Cc2ccccc2)CC1,-1.2,-0.2,8.1,-1.5,2.5,-9.1,-6.8,i,0.6,-2.0
C=CCN1C(=O)CN=C1Nc1ccc(F)cc1,-0.5,2.7,-5.3,8.3,2.0,-8.0,4.9,i,-0.9,-4.4
CC1(C)CC(=O)c2sc(NC(=O)CCS(=O)(=O)c3ccccc3)nc2C1,4.9,0.5,-9.4,2.4,-0.7,-1.2,-11.4,i,-0.5,0.8
O=S(=O)(c1ccccc1)N1N=C(c2cccs2)CC1c1cccc(O)c1 (configuration not stated),1.2,-0.7,16.5,-3.4,-2.9,-6.9,-16.0,i,1.2,-5.5
O=C(COc1ccc(Cl)cc1)Nc1ccc2oc(-c3ccncc3)nc2c1,0.8,5.4,12.5,4.3,-2.9,6.0,2.0,i,10.2,-1.0
O=S(=O)(NC1=NCCCCCC1)c1cccs1,-4.2,2.2,0.5,1.6,-1.2,-3.0,-5.2,i,-2.1,2.8
NC(=S)N/N=C/C=C/c1ccccc1,0.5,2.1,-2.7,-1.3,4.7,3.3,-6.7,i,1.7,-11.1
CC1CC(C)CN(C(=O)c2ccc(S(=O)(=O)N3CCCC3)cc2)C1 (configuration not stated),0.0,-1.2,-2.7,-4.7,1.4,-1.8,12.3,i,-1.3,3.0
COC(=O)Cc1ccc(NC(=O)c2ccc(Br)o2)cc1,-0.4,-0.9,13.8,-6.8,1.6,-15.4,15.4,i,-2.0,-0.1
Cc1onc(-c2c(F)cccc2Cl)c1C(=O)NC(=S)NCc1cccnc1,-1.3,-1.3,6.6,-11.0,1.1,0.6,1.2,i,-0.9,-4.9
O=C(CN1C(=O)CSC1=O)Nc1ccc2c(c1)OCCO2,3.4,2.5,-3.8,-2.0,-3.3,-6.0,3.5,i,-0.2,-1.1
COc1ccc(-c2noc(-c3csc([C@@H]4O[C@H](CO)[C@H](O)[C@H](O)[C@H]4O)n3)n2)cc1OC,1.0,0.2,14.8,-0.8,-8.0,nt,13.9,i,-0.9,-2.2
CN(C)S(=O)(=O)c1cccc(NC(=O)CCc2c[nH]c3ccccc23)c1,-0.8,2.1,-3.3,-10.4,-5.0,-6.2,0.9,i,-1.0,-2.3
CS(=O)(=O)N1CCN(c2ccc(C(=O)NC3C4CC5CC(C4)CC3C5)cc2[N+](=O)[O-])CC1 (configuration not stated),-5.5,1.7,17.1,-5.9,-7.3,-5.3,2.9,i,-0.6,-18.1
COc1ccc(NC(=O)N2CC(C)OC(C)C2)cc1OC (configuration not stated),-0.1,1.4,-1.1,9.1,-0.2,-7.0,0.3,i,-1.5,-4.6
c1ccc(CN2C3=NCCN3c3ccccc32)cc1,1.7,-3.5,2.4,4.0,0.0,-2.3,-10.2,i,-0.5,-1.6
COc1ccc([C@H]2C[C@@H](O)[C@H](n3cc(C4CC4)nn3)CN2Cc2cccs2)cc1,4.3,0.2,18.8,3.0,-4.4,nt,8.0,i,-1.2,0.4
COc1cc2c(cc1OC)C(C)N(C(=O)Cn1ncc3c1-c1ccccc1OC3)CC2 (configuration not stated),-0.5,-2.4,19.8,-1.6,-2.6,18.5,-6.6,i,-1.4,2.4
COC(=O)c1cn(NC(=O)c2cc(OC)cc(OC)c2)c(=O)c2ccccc12,-0.5,1.4,-4.6,-7.1,-2.5,-8.6,-0.4,i,-0.4,7.9
CCCCC[n+]1ccn(C2=C([O-])c3ccccc3C(=O)/C2=N\S(=O)(=O)c2ccc(Br)cc2)c1,-6.3,-1.1,-5.8,5.6,8.4,12.6,13.4,i,2.7,-25.1
O=C(NCCCN1CCOCC1)c1ccc(Cl)cc1Cl,2.5,-2.0,4.4,-2.9,0.7,-4.7,1.8,i,-0.9,-1.9
CC(=O)Nc1sc(NC(=O)c2ccc(C)cc2)nc1-c1cccs1,1.4,0.1,-8.2,7.9,-0.7,-6.2,1.7,i,0.6,-1.2
CC(=O)N1CCCc2cc(S(=O)(=O)N3CCCC(C(=O)N4CCN(c5cccc(Cl)c5)CC4)C3)ccc21 (configuration not stated),-7.8,5.3,2.8,-2.0,-2.9,3.1,9.9,i,4.2,1.7
# Next section
SMILES,DNMT1 inh,STEP inh,SKN-1 inh,MT1-MMP act inh,NadD block,Scp-1 inhibitor,CendR NRP1 mod,Rpn11 block,LMPTP block,SUMO1-SIM PPI
CSCCC(NC(=O)c1ccccc1Cl)C(=O)N1CCCC(C)C1 (configuration not stated),-8.0,1.4,9.0,-3.9,-5.9,-0.7,15.8,i,2.2,8.3
Cc1ccc(S(=O)(=O)N(C)CCCC(=O)Nc2cccc3ccccc23)cc1,-0.6,0.3,-3.3,-10.4,-5.6,-8.9,-10.4,i,0.9,-1.4
Cc1csc(NC(=O)CSc2nc3ccccc3c(=O)[nH]2)n1,-1.3,-0.2,1.4,2.8,3.2,-7.8,9.3,i,-1.1,6.4
COc1cc(N)c(Cl)cc1NC(=O)c1ccccc1,-2.3,0.1,13.1,3.7,-3.9,-10.8,5.7,i,0.0,-2.6
OCCC1CN(C2CCC2)CCN1Cc1ccc(F)c(F)c1 (configuration not stated),8.0,-9.8,-2.3,5.5,-2.5,-5.2,-4.4,i,-0.6,5.5
CCCCN1C(=O)C(CC(=O)NC(c2ccccc2)c2ccccc2)CC(C(=O)N(CC)CC)=C1C (configuration not stated),1.9,1.0,-6.3,0.0,-2.2,nt,6.2,i,-2.5,-0.1
Cc1ccsc1C(=O)OCC(=O)NC1CCCCC1,11.7,-2.0,13.1,4.0,2.1,nt,-6.6,i,-1.0,-2.0
CCN(c1ccc(NC(=O)COC(=O)c2ccc([N+](=O)[O-])o2)cc1)C(C)C,-10.3,-2.6,5.1,2.9,5.2,-2.7,10.5,i,-0.3,-29.7
COc1ccc(-c2ccc(SCC(=O)Nc3cc(C)on3)nn2)cc1OC,1.7,0.7,8.0,5.4,0.7,3.1,-4.2,i,-0.2,3.5
CCOc1ccc2nc(NC(=O)CS(=O)(=O)c3ccc(C)cc3)sc2c1,-6.7,0.9,4.3,-5.5,3.0,-6.0,-3.2,i,0.5,-0.5
CCCNCC(O)Cn1c2ccccc2n2c(=O)cc(C)c(C#N)c12 (configuration not stated),7.8,2.4,6.6,-2.4,-2.9,-2.7,-6.1,i,11.3,1.3
Clc1ccc(SCCN2CCNCC2)cc1,0.1,-2.6,0.9,0.8,-0.7,-6.0,3.2,i,-2.0,1.8
COc1ccc(-c2csc(NC(=O)COC(=O)c3ccco3)n2)cc1,-4.1,-1.7,7.3,0.0,-1.3,-13.8,-15.8,i,-1.7,-2.1
CCCOc1ccc(C(=O)CCC(=O)OCC(=O)N2CCN(S(=O)(=O)c3ccc(C)cc3C)CC2)cc1,-9.3,0.7,15.2,2.8,-0.2,-9.8,-8.1,i,9.3,3.6
O=C(NNC(=O)c1ccccc1Cl)c1ccco1,-0.6,-1.1,-8.4,-0.5,-6.8,-16.9,-11.7,i,-0.7,-3.0
C/C(CC(=O)Nc1cc(C)cc(C)c1)=N\NC(=O)c1ccccn1,0.1,-0.9,2.9,-3.2,1.7,-11.1,-6.5,i,-1.7,3.8
CCCC(=O)Nc1ccccc1-c1nnn(CC(=O)Nc2ccc(OCC)cc2)n1,8.2,-1.9,10.7,4.3,-8.3,-10.5,13.4,i,1.6,2.4
COc1ccc([C@H]2C(C(=O)O)=C[C@@H](C(C)(C)C)N2S(=O)(=O)c2ccccc2)cc1,7.9,-1.4,-1.5,1.6,1.2,-4.2,-4.2,i,-2.2,0.0
COc1cc2c(cc1OC)C(Cc1ccc(O)cc1)N(C)CC2 (configuration not stated),1.3,2.4,-3.5,2.5,-1.3,8.0,1.2,i,0.7,-3.8
COc1ccc(C(=O)NNC(=S)NC(=O)c2ccc(OC)cc2)cc1,-2.7,1.5,12.3,5.0,4.2,-4.5,-11.1,i,-0.1,6.0
S=C(N/N=C1\CCc2ccccc21)NC1CCCCC1,-2.3,0.8,-5.1,0.2,1.7,1.6,-5.4,i,1.8,18.0
Cc1cc(F)ccc1S(=O)(=O)N(C(=O)c1ccncc1)c1ccc(OC(=O)c2ccncc2)cc1,2.8,-2.5,1.7,7.1,-2.3,9.2,2.8,i,0.7,0.2
Cc1cc(F)ccc1-c1cc(C(=O)NCc2ccco2)[nH]n1,-1.2,0.7,15.5,-1.3,2.2,nt,1.0,i,-0.8,1.5
CCC(=O)NNc1cc(=O)c2c(=O)n(C)c(=O)n(C)c2[nH]1,0.8,-1.7,-19.1,-1.7,-3.5,-15.4,1.9,i,1.4,-0.5

# Part of the list above, with values under each structure.
# Results follow in this order: DNMT1 inh	STEP inh	SKN-1 inh	MT1-MMP act inh	NadD block	Scp-1 inhibitor	CendR NRP1 mod	Rpn11 block	LMPTP block	SUMO1-SIM PPI
COc1cc(N)c(Cl)cc1NC(=O)c1ccccc1
    -2.3	0.1	13.1	3.7	-3.9	-10.8	5.7	i	0.0	-2.6
OCCC1CN(C2CCC2)CCN1Cc1ccc(F)c(F)c1 (configuration not stated)
    8.0	-9.8	-2.3	5.5	-2.5	-5.2	-4.4	i	-0.6	5.5
CCCCN1C(=O)C(CC(=O)NC(c2ccccc2)c2ccccc2)CC(C(=O)N(CC)CC)=C1C (configuration not stated)
    1.9	1.0	-6.3	0.0	-2.2	nt	6.2	i	-2.5	-0.1

# Assay outcomes as filed in PubChem.
